LYPLA1 counter: blocks human lysophospholipase 1, a PME1 counter-screen; 320,000 tested, 0.16% active; O75608; recombinant LYPLA1, FP-Rh probe fluorescence polarization; inhibition, % at 5.9 µM;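 active = inhibition above the mean of all tested compounds plus 3 SD, set per campaign, cut at about 14% in these data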;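 also: inhibitors block serine hydrolase probe labeling of LYPLA1 so polarization falls; 0% = enzyme with DMSO and 100% = wells lacking LYPLA1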
PME-1 primary: blocks human protein phosphatase methylesterase 1 | Q9Y570 | recombinant PME-1, FP-Rh probe fluorescence polarization | inhibition, % at 5.9 µM | 320,000 tested, 0.53% active | AID 2130;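 active = inhibition above the campaign mean of all compounds plus 3 SD, cut at about 26% in these data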;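 also: competitive labeling of PME-1 active site by serine hydrolase directed probe; 0% = PME-1 with DMSO and 100% = wells lacking PME-1 enzyme; inhibitors block probe labeling so polarization falls and inhibition rises; many of its hits are not listed in these tables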
GSTO1 inh: blocks human GSTO1 in RBBP9 counter-screen; inhibition, % at 5.96 µM; 300,000 tested, 1.1% active; AID 1974; P78417; recombinant GSTO1, activity-based probe fluorescence polarization;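 active = inhibition above the campaign mean inhibition plus 3 SD, cut at about 35% in these data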;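 also: 0% = GSTO1-1 with DMSO and 100% = wells lacking GSTO1-1 enzyme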
Target sequence (P78417 whole entry, looked up): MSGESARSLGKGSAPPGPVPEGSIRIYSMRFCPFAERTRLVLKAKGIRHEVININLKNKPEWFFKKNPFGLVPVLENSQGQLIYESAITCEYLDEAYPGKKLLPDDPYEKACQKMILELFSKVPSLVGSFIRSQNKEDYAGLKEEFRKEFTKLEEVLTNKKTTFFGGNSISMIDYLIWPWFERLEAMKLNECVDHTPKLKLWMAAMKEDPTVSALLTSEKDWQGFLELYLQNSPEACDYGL
PAD4 inh: inhibitors of human PAD4; recombinant PAD4, RCA probe fluorescence polarization; inhibition, % at 6.36 µM; 330,000 tested, 0.41% active; AID 485272;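 active = percent inhibition above a cutoff equal to the mean of all tested compounds plus 3 SD, cut at about 15% in these data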;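 also: 0% = PAD4 with RCA probe and DMSO and 100% = probe without PAD4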
Fam108B inh: counter-screen for RBBP9 inhibitors: inhibitors of mouse Fam108B | recombinant Fam108B, FP-Rh probe fluorescence polarization | inhibition, % at 9.51 µM | 300,000 tested, 0.33% active;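 active = inhibition above the screen mean inhibition plus 3 SD, computed separately per campaign, cut at about 18% in these data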;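 also: inhibitors lower polarization as less probe binds the enzyme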
PAFAH1B3 inh: inhibitors of human PAFAH1B3 | Q15102 | recombinant PAFAH1B3, FP-rhodamine probe, fluorescence polarization | inhibition, % at 3.39 µM | 340,000 tested, 0.28% active | AID 492972;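 active = inhibition above the screen-wide average of all tested compounds plus 3 SD, cut at about 25% in these data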;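 also: 0% = enzyme with DMSO only and 100% = wells lacking PAFAH1B3 protein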
Target sequence (Q15102 whole entry, looked up): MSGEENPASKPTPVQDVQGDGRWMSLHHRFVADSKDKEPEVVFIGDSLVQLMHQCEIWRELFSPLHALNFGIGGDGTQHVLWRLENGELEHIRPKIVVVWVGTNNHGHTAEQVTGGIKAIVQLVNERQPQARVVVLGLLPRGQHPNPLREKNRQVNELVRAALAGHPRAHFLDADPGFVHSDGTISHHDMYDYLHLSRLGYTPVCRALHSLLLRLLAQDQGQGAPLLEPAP
PAFAH1B2 FP inh: inhibitors of human PAFAH1B2; 340,000 tested, 1.2% active; P68402; inhibition, % at 3.39 µM; recombinant PAFAH1B2, FP-rhodamine activity probe, fluorescence polarization;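 active = inhibition above the mean of all tested compounds plus 3 SD, cut at about 24% in these data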;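 also: 0% = enzyme with DMSO and 100% = wells lacking PAFAH1B2; many of its hits are not listed in these tables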
pPAFAH FP inh: inhibitors of human plasma PAF acetylhydrolase (pPAFAH); Q13093; recombinant pPAFAH, FP-rhodamine probe fluorescence polarization; inhibition, % at 3.39 µM; 330,000 tested, 1.5% active; AID 463082;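 active = inhibition above the mean inhibition across the screen plus 3 SD, cut at about 25% in these data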;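 also: inhibitors block binding of the rhodamine activity-based probe so polarization drops; 0% = enzyme with DMSO and 100% = wells lacking pPAFAH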
PAFAH2 FP inh: PAFAH2 (human) inhibition. recombinant PAFAH2, FP-rhodamine activity probe, fluorescence polarization. inhibition, % at 3.39 µM. 340,000 tested, 0.99% active. AID 492956;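 active = inhibition above the mean over all tested compounds plus 3 SD, cut at about 30% in these data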;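 also: inhibitors block probe labeling of enzyme so polarization drops; 0% = enzyme with DMSO and 100% = wells lacking PAFAH2 protein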
* marks the source's active call; other numbers are inactive results; & = joins results of further samples. The list is partial. The share of hits here may be higher or lower than overall.

mol	LYPLA1 counter	PME-1 primary	GSTO1 inh	PAD4 inh	Fam108B inh	PAFAH1B3 inh	PAFAH1B2 FP inh	pPAFAH FP inh	PAFAH2 FP inh
O=C(Nc1nc(-c2ccccn2)cs1)C12CC3CC(CC(O)(C3)C1)C2	-1	1	-2	-4	8	7	16	4	5
CSC(=NCCCN1CCOCC1)NS(=O)(=O)c1cccs1	-2	0	3	0	1	4&4	-2&0	-5	-7&-5
N#Cc1ccc(Oc2ccc(-c3nc4ccccc4nc3-c3ccccc3)cc2)cc1C#N	0	2	-7	-3	-3	3	-1	1	5
COc1ccc(OCCCCOc2ccccc2Cl)cc1	-1	4	6	0	-2	0	0	7	0
COc1cc(NC(=O)CSc2nncn2C)cc(OC)c1OC	3	1	3	-3	-1	7	5	5	2
Cc1ccc(OCC(=O)Nc2ccc3oc(=O)ccc3c2)c(C)c1	-7	-25	-2	0	-5	-1	5	2	8
Cc1cc(OCc2cc(C(=O)N(C)C(C)c3ccccn3)no2)cc(C)c1Cl (stereo not drawn)	0	2	2	-1	1	-4	-1	8	-3
O=C(CSc1nc(O)cc(=O)n1-c1ccccc1)Nc1ccc2c3c(cccc13)CC2	-8	-6	-10	-3	-3	1	-8	12	-1
CN(Cc1c(O)ccc2c1oc(=O)c1ccccc12)C1CCCCC1	-6	7	46*	0	-1	6	3	8	15
CCn1nc(C)c(/C=C/C(=O)Nc2ccc(C)cc2C)c1C	2	2	-1	-1	3	5	-3	-3	1
NC(=O)c1ccccc1NC(=O)Cc1cccs1	4	-5	-2	-3	0	6	3	10	4
O=C(NNS(=O)(=O)c1ccccc1F)c1ccccc1-n1cccc1	-1	2	3	0	-6	13	2	3	3
C[C@H](NC(=O)c1[nH]cnc1C(=O)Nc1ccc(Cl)cc1)C(=O)OC(C)(C)C	-2	3	0	-2	0	-1	4	2	2
CN1CCN(CCCNC(=O)c2ccc(/C=C3\Oc4ccccc4N(Cc4ccc(Cl)cc4)C3=O)cc2)CC1	-2	-8	-12	-5	-15	8	-7	-7	-8
Cc1nc(SCc2ccccc2)c2oc3ccccc3c2n1	-4	-2	5	2	-4	1	4	2	6
CC1(c2nnc(-c3ccc(F)cc3)o2)CC(c2cccc(Cl)c2)=NO1 (stereo not drawn)	-2	4	7	1	-6	-2	-3	8	-3
O=C1c2cccc3cc(Br)cc(c23)C(=O)N1Nc1ccc(Br)cc1	-2	-1	3	0	0	13	0	0	-4
CCC(=O)N/C(=N/c1nc(C)cc(C)n1)Nc1cccc(OC)c1	-1	1	-3	2	0	13	1	4	7
Cn1c(=O)[nH]c2ncccc21	0	-1	-1	4	4	4	-1	0	1
CC(C)N(Cc1ccccc1)C(=O)COc1ccccc1	-1	-4	14	-3	3	6	5	3	-1
O=C(O)CN(c1ccccc1)C1SC(=O)NC1=O (stereo not drawn)	0	0	9	0	9	-13	-4	-4	-4
COc1ccc(NC(=O)CN2CCCCC2)cc1	5	-3	-4	-5	-2	-2	-1	1	8
CC(=O)Nc1ccc(NC(=O)CN(c2ccc(F)cc2)S(=O)(=O)c2ccc3c(c2)OCCO3)cc1	-2	2	-8	-5	5	2	-2	6	5
O=C(c1ccc(-c2ccccc2)cc1)N1CCC(C(=O)N2CCCC2)CC1	0	-3	1	3	5	2	1	8	4
COc1ccc(NS(=O)(=O)c2ccc(Oc3c(C#N)cccc3C#N)cc2)cc1	1	14	-2	1	-1	3	2	22	6
FC(F)(F)c1cccc(-n2cccc2/C=N/n2cnnc2)c1	2	3	2	-2	-4	-3	-2	-1	3
CCn1cc(CNC(=S)Nc2cccc3ccccc23)cn1	3	1	10	-3	-3	3	1	1	3
CC(C)N(CCn1cnc2c([nH]c3ccccc32)c1=O)C(C)C	2	0	-3	2	0	-1	-1	2	2

In another format: entries from further up
structure: C[C@H](NC(=O)c1[nH]cnc1C(=O)Nc1ccc(Cl)cc1)C(=O)OC(C)(C)C
  LYPLA1 counter: -2
  PME-1 primary: 3
  GSTO1 inh: 0
  PAD4 inh: -2
  Fam108B inh: 0
  PAFAH1B3 inh: -1
  PAFAH1B2 FP inh: 4
  pPAFAH FP inh: 2
  PAFAH2 FP inh: 2

structure: CN1CCN(CCCNC(=O)c2ccc(/C=C3\Oc4ccccc4N(Cc4ccc(Cl)cc4)C3=O)cc2)CC1
  LYPLA1 counter: -2
  PME-1 primary: -8
  GSTO1 inh: -12
  PAD4 inh: -5
  Fam108B inh: -15
  PAFAH1B3 inh: 8
  PAFAH1B2 FP inh: -7
  pPAFAH FP inh: -7
  PAFAH2 FP inh: -8

structure: Cc1nc(SCc2ccccc2)c2oc3ccccc3c2n1
  LYPLA1 counter: -4
  PME-1 primary: -2
  GSTO1 inh: 5
  PAD4 inh: 2
  Fam108B inh: -4
  PAFAH1B3 inh: 1
  PAFAH1B2 FP inh: 4
  pPAFAH FP inh: 2
  PAFAH2 FP inh: 6

structure: CC1(c2nnc(-c3ccc(F)cc3)o2)CC(c2cccc(Cl)c2)=NO1 (stereo not drawn)
  LYPLA1 counter: -2
  PME-1 primary: 4
  GSTO1 inh: 7
  PAD4 inh: 1
  Fam108B inh: -6
  PAFAH1B3 inh: -2
  PAFAH1B2 FP inh: -3
  pPAFAH FP inh: 8
  PAFAH2 FP inh: -3

Entries of single compounds, quoted from the list. Screens in order: LYPLA1 counter	PME-1 primary	GSTO1 inh	PAD4 inh	Fam108B inh	PAFAH1B3 inh	PAFAH1B2 FP inh	pPAFAH FP inh	PAFAH2 FP inh
CC(C)N(Cc1ccccc1)C(=O)COc1ccccc1 as listed: -1	-4	14	-3	3	6	5	3	-1
O=C1c2cccc3cc(Br)cc(c23)C(=O)N1Nc1ccc(Br)cc1 as listed: -2	-1	3	0	0	13	0	0	-4
